Source: PubChem
RAD54 branch = RAD54 (human) branch migration inhibition; Q92698; RAD54 Holliday junction branch migration, FAM/BHQ fluorescence; inhibition, % at 10.4 µM; 360,000 compounds, 0.14% hits;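 active = mean normalized replicate activity at least 40 and at least half of replicates scoring 40 or more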;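 also: 0% = median of neutral control wells and 100% = median of positive control wells; inhibitors cause a drop in the FAM fluorescence signal; in these data hits start at about 50%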
esBAF inh = SWI/SNF esBAF complex inhibition. AID 602393. 350,000 compounds, 2% hits. mouse ES cells, Bmi1-luciferase knock-in reporter, 24 h; 100% = twice the neutral-well signal. reporter increase, % at 12.5 µM; in the data active = activation above about 40%;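 also: 0% = median of the plate's neutral control wells and 100% = double that signal; a rise in the Bmi1 reporter signal indicates esBAF inhibition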
RAD52 inh = blocks human RAD52 DNA annealing; 360,000 compounds, 0.46% hits; recombinant RAD52 DNA annealing, FRET fluorescence; AID 651710; P43351; inhibition, % at 18.7 µM;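 active = every replicate showing at least 50% inhibition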
ARNT TACC3 PPI = disruptors of human ARNT/TACC3 interaction; inhibition, % at 9.99 µM; 390,000 compounds, 0.66% hits; AID 623870; AlphaScreen His-ARNT PAS-B/GST-TACC3 binding, luminescence; TACC3 fragment carries E629A point mutation; Q9Y6A5;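 active = mean inhibition of replicates at least 50% and at least half of replicates each reaching 50%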;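 also: 0% = complete ARNT plus TACC3 wells and 100% = ARNT alone without TACC3; many hits fall short of the cut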
F508del corr = CFTR F508del correction in bronchial cells; activity (quench increase), % at 7.58 µM; AID 720511; 350,000 compounds, 0.36% hits; CFBE cells, YFP halide quenching; stimulated with forskolin plus potentiator P3; % fluorescence drop versus neutral controls;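 active = mean added fluorescence quench of at least 8% versus neutral control, with both replicates also reaching 8%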;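 also: cells transiently co-express mutant CFTR-F508del with the halide-sensitive YFP; corrector assay measuring rescue of mutant channel to the surface after 24 h compound exposure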
Xi reactivation = activators of X-chromosome reactivation in mouse fibroblasts | XiGFP mouse fibroblasts, % GFP-positive cells imaging, 3 d; cells co-treated with 5-aza-dC sensitizer; scaled so ellipticine positive control = 100% | activation, % at 7.58 µM | 360,000 compounds, 0.055% hits | AID 743238;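 active = mean normalized replicate activation at least 10% and every replicate at or above 10%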;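 also: 0% = median of on-plate neutral control wells and 100% = ellipticine 6 µM median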
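Material: SV40-immortalized XiGFP fibroblast cells, line 68-5-11 | Buffer or medium: DMEM containing 5-aza-dC | Dosing: One concentration, pinned | Times: 3 d treatment, 15 min room-temperature fixation | Controls: Ellipticine 6 µM positive control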
ERAP1 HTS inh = blocks human ERAP1 aminopeptidase activity. recombinant ERAP1, Leu-AMC fluorescence, 60 min. AID 652197. 340,000 compounds, 0.15% hits. Q9NZ08. inhibition, % at 10.7 µM;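 active = mean replicate inhibition of at least 30%, or all replicates individually reaching that 30% level; inactive = mean below 30% and not every replicate reaching it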;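 also: 0% = neutral control wells and 100% = L-leucinethiol positive control wells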
Target sequence (Q9NZ08 whole entry, looked up): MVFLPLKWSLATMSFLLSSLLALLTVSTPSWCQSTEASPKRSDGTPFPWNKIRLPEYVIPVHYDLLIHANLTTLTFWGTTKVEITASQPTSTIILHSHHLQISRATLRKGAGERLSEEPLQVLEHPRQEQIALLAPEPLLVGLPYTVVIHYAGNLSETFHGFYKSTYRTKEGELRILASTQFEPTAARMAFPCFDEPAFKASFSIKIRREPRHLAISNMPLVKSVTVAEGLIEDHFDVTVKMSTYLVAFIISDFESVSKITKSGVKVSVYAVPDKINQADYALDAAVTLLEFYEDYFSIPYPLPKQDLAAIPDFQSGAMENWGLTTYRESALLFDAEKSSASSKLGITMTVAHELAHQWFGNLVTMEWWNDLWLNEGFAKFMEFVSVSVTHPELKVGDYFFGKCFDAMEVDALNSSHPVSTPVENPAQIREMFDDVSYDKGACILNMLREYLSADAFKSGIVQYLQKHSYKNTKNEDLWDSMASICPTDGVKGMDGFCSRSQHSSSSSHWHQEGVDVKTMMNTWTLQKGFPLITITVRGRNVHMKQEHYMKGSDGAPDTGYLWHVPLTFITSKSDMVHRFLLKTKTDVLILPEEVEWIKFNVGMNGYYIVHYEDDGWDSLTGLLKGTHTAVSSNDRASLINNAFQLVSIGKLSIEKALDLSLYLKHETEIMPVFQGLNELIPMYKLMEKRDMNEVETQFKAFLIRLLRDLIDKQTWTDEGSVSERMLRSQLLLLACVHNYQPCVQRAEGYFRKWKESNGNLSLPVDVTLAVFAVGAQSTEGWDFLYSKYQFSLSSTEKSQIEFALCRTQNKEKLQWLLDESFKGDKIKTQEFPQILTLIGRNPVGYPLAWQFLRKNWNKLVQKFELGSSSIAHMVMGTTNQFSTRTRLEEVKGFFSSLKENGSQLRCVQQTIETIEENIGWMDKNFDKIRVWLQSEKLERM
INS-1E GSIS act = GLuc luminescence reporter in INS-1E cells, primary screen for activators of glucose-dependent secretion of insulin; activation, % at 16.6 µM; INS-1E GLuc reporter insulin secretion, 2-3 h; 370,000 compounds, 0.61% hits;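 active = lowest replicate activation of at least 40%, so every replicate reaches that level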;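 also: 0% = median of neutral control wells and 100% = median of IBMX positive control wells; some compounds called inactive have numbers as strong as hits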
Numbers without * were called inactive; . = not tested or not shown; & = joins results of further samples.

SMILES	RAD54 branch	esBAF inh	RAD52 inh	ARNT TACC3 PPI	F508del corr	Xi reactivation	ERAP1 HTS inh	INS-1E GSIS act
CCNC(=O)C[C@H]1CC[C@@H]2[C@H](COC[C@H](O)CN2S(=O)(=O)c2ccc(Oc3ccccc3)cc2)O1	2	2	-2	-9	-1.5	0.2	-4	-11
CCCCOC(=O)c1sc2nc(N3CCOCC3)c3c(c2c1N)CC(C)(C)OC3	.	.	-7	-6	-1.2	0.1	.	-15
COc1ccc(S(=O)(=O)N(C)C[C@H]2OCCCC[C@H](C)Oc3ccc(NC(=O)Cc4ccccc4)cc3C(=O)N([C@@H](C)CO)C[C@H]2C)cc1	9	2	-55	24	-1.4	0.3	-3	-7
CC(C)C#Cc1ccc2c(c1)O[C@H](CN(C)C)[C@H](C)CN([C@H](C)CO)S2(=O)=O	.	6	.	.	-0.2	-1.0	.	-1
C[C@H]1CN([C@@H](C)CO)C(=O)c2cc(-c3cccc(F)c3)cnc2O[C@@H]1CN(C)C(=O)c1cnccn1	-9	1	1	-10	.	0.4	-2	15
C[C@@H]1CCCCO[C@@H](CN(C)C(=O)c2ccccc2)[C@@H](C)CN([C@H](C)CO)C(=O)c2cc(NS(=O)(=O)c3cccs3)ccc2O1	-11	2	-21	-1	1.2	0.2	2	2
Cc1ccc(-c2nnc(N3CCN(C(=O)CN4C(=O)c5ccccc5C4=O)CC3)c3ccccc23)cc1	3	-3	.	-4	.	.	.	53*
O=C(O)C1CCN(c2nc(-c3ccccc3)c3cc(Br)ccc3n2)CC1	-6	-1	-5	-8	-0.9	0.3	-12	.
CCCC(=O)Nc1cccc(C(=O)Nc2ccccc2OCC)c1	.	.	-8	.	-0.2	0.0	1	-2
Cc1c(CC(=O)NCC(=O)NCC(=O)N[C@@H](Cc2ccccc2)C(=O)O)c(=O)oc2c(C)c(O)ccc12	-9	2	-17	.	2.4	.	.	1
Cc1cc(NC(=O)CN2CCC(n3nnc4cc(C(F)(F)F)ccc43)CC2)no1	0	7	5	8	-0.1	.	9	-4
CC(C)Cn1c(=O)c2ccccc2n2c(CCC(=O)NCC3CCCO3)nnc12 (centres undefined)	0	-6	1	1	-1.6	0.0	1	4
Cc1ccccc1CN(C)C(=O)COC(=O)CSc1ccc([N+](=O)[O-])cc1	8	4	2	-3	-2.3	0.0	7	22
C/C=C/c1ccc([C@H]2[C@@H](CO)N3CCCCN(C(=O)Nc4ccc(OC)cc4)C[C@@H]23)cc1	-2	.	-18	1	-1.4	0.2	1	-17
COC(=O)C1=CN(c2ccc(F)cc2)C=C(C(=O)OC)C1c1cccc([N+](=O)[O-])c1	-2	-4	-7	11	-0.8	0.0	9	8

10 compounds from above, ordered by molecular weight, smallest number first.
SMILES	RAD54 branch	esBAF inh	RAD52 inh	ARNT TACC3 PPI	F508del corr	Xi reactivation	ERAP1 HTS inh	INS-1E GSIS act
Cc1ccccc1CN(C)C(=O)COC(=O)CSc1ccc([N+](=O)[O-])cc1	8	4	2	-3	-2.3	0.0	7	22
Cc1cc(NC(=O)CN2CCC(n3nnc4cc(C(F)(F)F)ccc43)CC2)no1	0	7	5	8	-0.1	.	9	-4
CC(C)C#Cc1ccc2c(c1)O[C@H](CN(C)C)[C@H](C)CN([C@H](C)CO)S2(=O)=O	.	6	.	.	-0.2	-1.0	.	-1
O=C(O)C1CCN(c2nc(-c3ccccc3)c3cc(Br)ccc3n2)CC1	-6	-1	-5	-8	-0.9	0.3	-12	.
CCCCOC(=O)c1sc2nc(N3CCOCC3)c3c(c2c1N)CC(C)(C)OC3	.	.	-7	-6	-1.2	0.1	.	-15
Cc1ccc(-c2nnc(N3CCN(C(=O)CN4C(=O)c5ccccc5C4=O)CC3)c3ccccc23)cc1	3	-3	.	-4	.	.	.	53*
C[C@H]1CN([C@@H](C)CO)C(=O)c2cc(-c3cccc(F)c3)cnc2O[C@@H]1CN(C)C(=O)c1cnccn1	-9	1	1	-10	.	0.4	-2	15
Cc1c(CC(=O)NCC(=O)NCC(=O)N[C@@H](Cc2ccccc2)C(=O)O)c(=O)oc2c(C)c(O)ccc12	-9	2	-17	.	2.4	.	.	1
C[C@@H]1CCCCO[C@@H](CN(C)C(=O)c2ccccc2)[C@@H](C)CN([C@H](C)CO)C(=O)c2cc(NS(=O)(=O)c3cccs3)ccc2O1	-11	2	-21	-1	1.2	0.2	2	2
COc1ccc(S(=O)(=O)N(C)C[C@H]2OCCCC[C@H](C)Oc3ccc(NC(=O)Cc4ccccc4)cc3C(=O)N([C@@H](C)CO)C[C@H]2C)cc1	9	2	-55	24	-1.4	0.3	-3	-7

The list continues.
SMILES	RAD54 branch	esBAF inh	RAD52 inh	ARNT TACC3 PPI	F508del corr	Xi reactivation	ERAP1 HTS inh	INS-1E GSIS act
COc1cccc(-c2nc3n(n2)C(c2cccs2)C(C(=O)Nc2cccnc2)=C(C)N3)c1 (centres undefined)	-2	-13	-2	-5	0.4	0.2	-5	9
CCOC(=O)c1nc(NCc2ccccc2)sc1C	-2	32	-8	3	-0.8	0.0	2	21
O=S(=O)(O)Sc1ccccc1	3	-3	-3	.	-0.7	0.0	-1	1
COCCNc1nc(SC)nc2sc3c(c12)CCN(C)C3	10	-2	10	9	-1.1	0.1	2	9
O=C(O)c1ccccc1SCC(=O)N1CCc2ccccc21	-11	0	-20	8	-1.8	0.0	-1	13
O=C1[C@H]2[C@@H](c3ccc(Cl)cc3)N3C(=O)N(c4cccc(Br)c4)C(=O)[C@@]3(Cc3ccc(Cl)cc3)[C@H]2C(=O)N1C1CCCCC1	-8	-1	-4	-21	-1.6	0.1	3	-3
Cc1ccc(C)c(NS(=O)(=O)c2cc(C(=O)N3CCCC3)ccc2Cl)c1	.	.	-5	.	1.6	0.0	1	11
CCN(CC)CCNC(=O)c1ccc(NC(=O)c2ccc(F)cc2F)cc1	.	.	-15	-4	-4.2	0.0	3	-3
O=C(NC1CCN(Cc2ccccc2)C1)c1cc(S(=O)(=O)N2CCOCC2)ccc1Cl (centres undefined)	-1	4	-6	-3	3.5	0.3	-2	.
C[C@@H]1CN([C@H](C)CO)C(=O)c2cc(C#CC3CCCC3)cnc2O[C@H]1CN(C)S(C)(=O)=O	11	-4	-5	-10	-1.0	0.5	0	-3
COc1cc2ccccc2cc1C(=O)N1CCCC(C(F)(F)F)C1 (centres undefined)	2	0	9	-3	1.7	0.2	0	-55
CCCCN1C[C@H](C)[C@@H](CC(=O)Nc2ccc(OC)cc2)C1=O	0	-5	-5	.	-2.0	0.1	2	-8
COc1ccc(NC(=O)c2cc(C3CCCCN3C(=O)OCc3ccccc3)on2)c(C)c1 (centres undefined)	-2	-5	-13	.	-6.2	-0.1	-1	-24
COc1ccccc1-c1nnc(NC(=O)c2ccc(S(=O)(=O)N(C)C)cc2)o1	3	-2	.	57*	.	.	.	4
O=C(N[C@@H]1CC[C@@H](CCNC(=O)C2CC2)O[C@H]1CO)c1ccncc1	5	0	-13	-8	-0.1	-0.1	1	3
CCOC(=O)[C@]12CCC=C1N(Cc1cccc3ccccc13)C(=O)[C@H](CC(=O)N1CCSCC1)C2	.	.	-11	.	-0.1	-0.1	2	.
CCC1CCC2(CC1)SCC(=O)N2c1ccccc1 (centres undefined)	-2	-4	-15	.	1.1	1.9	-4	11
CC(C)NC(=O)N(C)C[C@H]1Oc2c(NC(=O)C3CC3)cccc2C(=O)N([C@H](C)CO)C[C@@H]1C	9&-11	-2&-2	7	3&-7	-0.7&-0.7	-0.5&0.0	.	3&-6
COc1ccc(NC(=O)Nc2cccc3c2O[C@H](CN(C)Cc2ccc(C(=O)O)cc2)[C@@H](C)CN([C@H](C)CO)C3=O)cc1	10	-2	5	-1	0.2	0.2	2	9
CC(C)n1c(SCC(=O)N2CCN(C(=O)c3ccco3)CC2)nc2c1c(=O)n(C)c(=O)n2C	-8	-6	-6	4	-0.7	0.0	1	10
O=C(On1c(-c2ccccc2)nc2ccccc2c1=O)c1ccco1	-4	-8	.	0	.	.	.	-2
COc1cc(C2c3cc4c(cc3OC(C)(N3CCCC3)C2C)OCO4)cc(OC)c1OC (centres undefined)	.	.	-16	18	4.0	0.2	0	7
CCOC(=O)c1ccc(NC(=O)C2CCN(S(=O)(=O)CC)CC2)cc1	-5	-3	.	-2	.	.	.	7
CC(=O)Nc1cc(C(=O)OCC(=O)c2ccc(C)cc2)ccc1C	-2	78*	-4	12	.	0.1	7	.
Cc1cccc(NC(=O)CC2Nc3cccc4cccc(c34)NC2=O)c1 (centres undefined)	.	.	-9	11	-4.9	.	3	-2
c1ccc(-c2csc3ncnc(N4CCc5ccccc5C4)c23)cc1	-4	1	-13	-2	-1.7	0.0	0	-2
Cc1cc2ncn(C(=O)c3c(-c4ccccc4)noc3C)c2cc1C	-8	3	.	-3	.	.	.	-19
CCCNC(=O)N1CC2(C1)[C@H](c1ccccc1)[C@@H](CO)N2C(=O)C1CCCCC1	.	.	-2	.	-1.2	0.2	0	5
CC(=O)NCCNC(=O)c1oc2ccccc2c1CSc1ncn[nH]1	-15	-2	-16	1	0.3	0.0	-2	3
O=C(NCc1ccccc1)C1CCCN(c2cnccn2)C1 (centres undefined)	5	-10	4	6	-1.8	0.0	-1	25
O=C(c1ccccc1Sc1ccc([N+](=O)[O-])cc1Cl)N1CCOCC1	.	.	-7	6	-3.4	0.1	2	4
COc1ccc2occ(C(=O)c3ccccc3)c2c1	.	.	-3	-8	-3.5	-0.2	-9	.
CCOC(=O)N1CCN(C(=O)CN2C(=O)CC(C)(C)S(=O)(=O)c3ccccc32)CC1	-3	-1	.	-18	.	.	.	-4
COCCn1nnnc1C(c1ccccc1OC)N1CCN(C(=O)c2ccco2)CC1 (centres undefined)	9	-9	-14	4	1.3	0.0	-5	10
C[C@H](CO)N1C[C@H](C)[C@H](CN(C)S(=O)(=O)c2cccs2)Oc2c(NC(=O)c3nc4ccccc4s3)cccc2C1=O	0	2	-7	6	-6.6	-0.7	-1	2
Cn1cccc2[nH]c(=O)nc1-2	.	2	-9	1	-0.6	-0.1	89*	10
Nc1nnc(CC(=O)N/N=C/c2ccc(-c3ccccc3Cl)o2)s1	.	.	-10	14	3.6	0.0	-1	-8
COc1ccc(-n2nc(C(=O)N3CCC(C#N)CC3)c3c4ccccc4n(C)c3c2=O)cc1	9	7	-5	-9	-1.7	0.0	.	3
Cc1cccc(NC(=O)c2cc3c(=O)n4ccccc4nc3n(CC(C)C)c2=N)c1	7	-14	-92	-5	5.5	1.2	.	4
C=CCn1c(C)cc(-c2csc(NC(=O)C3CCN(c4ncnc5sc(C)c(C)c45)CC3)n2)c1C	-9	3	-4	3	-0.1	0.5	0	8
CC1(C)N([O-])C2=C(CCCC2)[N+]1=O	.	.	2	-4	1.5	0.1	4	16
CCC1NC(=O)c2ccccc2N1c1cccc(Cl)c1 (centres undefined)	-11	7	-1	-14	-1.1	0.0	0	-36
COCCCNC(=O)CN(c1cc([N+](=O)[O-])ccc1OC)S(C)(=O)=O	6	-4	4	-5	0.1	0.0	0	6
CC(=O)Nc1ccc(NCc2ccc(C)s2)cc1	-2	27	6	2	-2.4	0.2	4	-1
CCCCn1nnnc1C(c1ccccc1)N1CCN(c2c(Cl)cncc2Cl)CC1 (centres undefined)	.	.	-1	.	1.0	0.1	-1	-11
C[C@H]1CN([C@@H](C)CO)C(=O)c2cc(NC(=O)Cc3cn(C)c4ccccc34)ccc2O[C@H]1CN(C)Cc1ccc(C(=O)Nc2ccccc2N)cc1	10	-20	36	-1	3.2	0.4	-2	8
COc1cc(C(CC(=O)N2CCN(c3ccccc3)CC2)c2c(OC)cc(OC)c3ccc(=O)oc23)cc(OC)c1OC (centres undefined)	-2	-5	-20	0	-4.5	0.0	1	-25
